# GPR151 activ: activates the human receptor GPR151; PathHunter beta-arrestin GPR151 cells, luminescence; activation, % at 11.2 µM; hit rate 1% among 650,000; in the data active = activation above about 4.9%;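 note: 0% = median of compound wells and 100% = cells with positive control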
# Target sequence (Q8TDV0 whole entry, looked up): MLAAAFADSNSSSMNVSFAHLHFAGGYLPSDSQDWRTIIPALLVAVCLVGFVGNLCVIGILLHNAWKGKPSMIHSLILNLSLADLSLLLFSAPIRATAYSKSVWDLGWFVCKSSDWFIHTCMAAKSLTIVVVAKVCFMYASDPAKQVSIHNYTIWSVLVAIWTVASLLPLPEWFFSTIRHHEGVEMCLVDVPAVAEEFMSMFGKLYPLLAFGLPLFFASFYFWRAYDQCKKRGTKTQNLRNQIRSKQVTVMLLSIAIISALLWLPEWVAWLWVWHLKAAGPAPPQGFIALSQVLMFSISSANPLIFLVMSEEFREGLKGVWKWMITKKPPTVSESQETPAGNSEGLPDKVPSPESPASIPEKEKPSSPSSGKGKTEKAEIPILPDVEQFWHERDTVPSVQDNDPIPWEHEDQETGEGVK
# TEAD-YAP block: TEAD-YAP interaction inhibition | HEK-TIYL cells, TEAD-Gal4/YAP UAS-luciferase luminescence | inhibition, % at 9.12 µM | hit rate 1.4% among 640,000; in the data active = inhibition above about 32%;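 note: 0% = median of test compound wells and 100% = reference inhibitor wells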
# MITF inh: blocks human microphthalmia-associated transcription factor | inhibition, % at 2.6 µM | AID 1259374 | O75030 | AlphaScreen MITF homodimerization, bead proximity signal | hit rate 0.91% among 650,000; in the data active = inhibition above about 50%;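 note: 0% = vehicle wells with protein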
# Target sequence (O75030 whole entry, looked up): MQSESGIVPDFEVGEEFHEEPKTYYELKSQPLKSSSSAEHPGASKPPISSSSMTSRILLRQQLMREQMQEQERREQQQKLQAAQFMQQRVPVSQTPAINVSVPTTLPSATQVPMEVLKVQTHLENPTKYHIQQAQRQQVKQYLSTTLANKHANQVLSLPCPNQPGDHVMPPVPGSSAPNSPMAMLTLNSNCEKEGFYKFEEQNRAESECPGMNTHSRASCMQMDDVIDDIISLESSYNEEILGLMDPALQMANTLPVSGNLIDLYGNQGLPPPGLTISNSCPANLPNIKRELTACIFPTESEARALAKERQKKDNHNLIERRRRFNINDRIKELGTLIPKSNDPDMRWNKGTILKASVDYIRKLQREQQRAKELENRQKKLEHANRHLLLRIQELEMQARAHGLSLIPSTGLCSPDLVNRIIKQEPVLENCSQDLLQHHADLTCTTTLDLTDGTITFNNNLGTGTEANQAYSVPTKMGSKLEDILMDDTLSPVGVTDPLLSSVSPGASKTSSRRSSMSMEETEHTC
# FBW7 act: human FBW7 E3 ligase activation, primary screen | Q969H0 | AlphaScreen FBW7–phospho-cyclin E peptide binding, activator screen | normalized activity (activation), % at 26.1 µM | hit rate 0.13% among 650,000 | AID 1259310; in the data active = normalized activity above about 1.9%;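 note: purified mutant Fbw7 with reduced substrate affinity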
# * marks the source's active call; other numbers are inactive results; · = not tested or not shown; & = joins results of further samples.
Molecule	GPR151 activ	TEAD-YAP block	MITF inh	FBW7 act
C=CCn1c(CC(=O)Nc2cccc(OC)c2)nnc1SCC(=O)c1ccccc1	3.9	12	11	0.1
Cc1cccc(/C=N/Nc2ccccc2[N+](=O)[O-])c1	0.1	-65	0	-0.1
CCCCCCn1c(N2CCCC2)nc2c1c(=O)n(C)c(=O)n2C	-0.7	-1	12	0.5
O=C(Nc1ccc(Cl)cn1)c1ccccc1[N+](=O)[O-]	-0.3	43*	-8	0.0
COc1ccccc1CC(=O)NCc1ccccc1Cl	0.4	-8	8	-0.3
CCCNC(=O)c1cccc(-c2cccc(N)c2)n1	1.9	-9	-7	0.0
COc1ccc(CCc2nnc(CCC(=O)N3CC[C@@H]4CCCC[C@H]4C3)o2)cc1	-0.6	-76	20	0.1
CC(=O)c1ccc(-n2nnnc2SCC(=O)Nc2cccc(C)c2)cc1	3.5	9	2	0.0
CCOC(=O)C1=C(C)OC(N)=C(C#N)C1c1ccc(F)cc1 (stereo not given)	-0.1	0	6	0.0
Cc1ccc(C(C)CCN2CCC3(CCC(CNC(=O)c4ccccc4)O3)CC2)o1 (stereo not given)	0.7	2	15	0.1

Molecule	GPR151 activ	TEAD-YAP block	MITF inh	FBW7 act
CC[C@@H](Cn1nc(-c2ccc(F)c(F)c2)ccc1=O)NC(=O)c1ccco1	0.2	1	7	0.4
O=C(O)c1cccc(Oc2ccc([N+](=O)[O-])cc2)c1	-0.5	0	-5	-0.1
O=C(COc1ccc(Cl)cc1)Nc1ccc(O)cc1	-0.4	2	-5	-0.1
O=C(O)c1ccc2c(c1)ncn2CCCN1CCOCC1	1.7	-6	2	0.1
CC1(C)Cc2c(cnn2-c2ccccc2)-c2[nH]c3ccccc3c21	-0.6	13	-2	0.0
O=C(CNC(=O)c1ccccc1)OCc1cc(=O)oc2ccc3ccccc3c12	-0.8	7	-6	0.1
CCC1Oc2ccccc2N(CC(=O)Nc2ncccc2C)C1=O (stereo not given)	0.3	-1	1	-0.1
COc1cccc(CC2(CO)CCN(C(=O)NC3CCCCC3)CC2)c1	3.7	-1	0	-0.3
CC(=O)Nc1ccc(C(=O)CN2CCOCC2)cc1	-0.4	-4	-1	1.3
CCC(=O)Nc1ccc2nc(SCC(=O)Nc3c(C)n(C)n(-c4ccccc4)c3=O)sc2c1	0.1	5	11	0.8

Molecule	GPR151 activ	TEAD-YAP block	MITF inh	FBW7 act
c1ccc2cc(CN3CCOc4ccc(CN5CCOCC5)cc4C3)ccc2c1	2.4	-4	9	-0.3
CC(C)NC(=O)CN1C(=O)[C@H]2CCCN2C(=O)c2ccccc21	-0.2	3	-6	0.0
CC1CN(C(=O)c2ccc(Cl)cc2)CC(C)O1 (stereo not given)	2.7	-3	-6	-0.1
Cc1ccc(Nc2nc(Nc3ccc(C)cc3)nc(Sc3nnc(C)s3)n2)cc1	0.6	-1	5	-0.2
CCN1CCN(C(=O)c2sc3nc(C)nc(N4CCC(C)CC4)c3c2C)CC1	0.0	3	2	-0.1
O=C1c2ccccc2C(=O)N1OCCOCCON1C(=O)c2ccccc2C1=O	-0.8	6	9	0.2
COC(=O)c1cc(C(=O)OCC(=O)c2ccc3c(c2)OCCO3)cc([N+](=O)[O-])c1	2.5	-3	-1	-0.1
CCC1CCCCN1CCN1C(=O)C2C(C(=O)Nc3cccc(SC)c3)C3C=CC2(O3)C1C(=O)NC1CCCC(C)C1C (stereo not given)	-1.0	2	6	0.5
Cc1ccc(Nc2nnc(SCC(=O)N3CCOCC3)s2)cc1	-1.6	-6	4	-0.1
CCN(CC)CCSc1nc2sc3c(c2c(=O)n1C1CCCCC1)CCc1ccccc1-3	-1.2	-5	19	0.0

Molecule	GPR151 activ	TEAD-YAP block	MITF inh	FBW7 act
Cc1cccc(NC(=O)C2CC(=O)NC(=Nc3ccc(C)c(C)c3)S2)c1 (stereo not given)	0.1	2	-6	0.1
CC(C)Oc1ccc(C(CCN)C(C)C)cc1 (stereo not given)	-2.0	4	-11	0.0
COc1ccc(NC(=O)/C=C/c2ccc(-c3cccc([N+](=O)[O-])c3)o2)cc1	-0.5	7	9	-0.1
CC1=C(C(=O)NCCC(C)C)C2(CCC(C)CC2)OC1=O (stereo not given)	-1.2	-1	26	1.3
O=C(Cc1ccc(F)cc1)N/N=C/c1c(O)[nH]c(=O)[nH]c1=O	0.2	-6	15	-0.1
CCOc1ccc(NC(=O)Cn2cc(-c3ccccc3)c(N(C)C)n2)cc1	-0.2	9	3	-0.1
CCOc1ccc(CCNC(=O)c2cc(C3CC3)[nH]n2)cc1OCC	0.4	-1	-11	0.0
Cc1ccc2nc(CN3CCn4cccc4C3C)nc(N)c2c1 (stereo not given)	-0.2	-2	8	-0.1
CC1CCC2(CC1)SCC(=O)N2c1cccc(C(F)(F)F)c1 (stereo not given)	-1.0	12	-2	0.1
N#Cc1c(-c2ccco2)nc(NCC2CCCO2)[nH]c1=O (stereo not given)	-0.1	4	8	-0.1

# Exported with values under each structure: entries from further up
# Order of results: GPR151 activ | TEAD-YAP block | MITF inh | FBW7 act
COc1ccc(NC(=O)/C=C/c2ccc(-c3cccc([N+](=O)[O-])c3)o2)cc1
→ -0.5 | 7 | 9 | -0.1
CC1=C(C(=O)NCCC(C)C)C2(CCC(C)CC2)OC1=O (stereo not given)
→ -1.2 | -1 | 26 | 1.3
O=C(Cc1ccc(F)cc1)N/N=C/c1c(O)[nH]c(=O)[nH]c1=O
→ 0.2 | -6 | 15 | -0.1
CCOc1ccc(NC(=O)Cn2cc(-c3ccccc3)c(N(C)C)n2)cc1
→ -0.2 | 9 | 3 | -0.1
CCOc1ccc(CCNC(=O)c2cc(C3CC3)[nH]n2)cc1OCC
→ 0.4 | -1 | -11 | 0.0
Cc1ccc2nc(CN3CCn4cccc4C3C)nc(N)c2c1 (stereo not given)
→ -0.2 | -2 | 8 | -0.1
CC1CCC2(CC1)SCC(=O)N2c1cccc(C(F)(F)F)c1 (stereo not given)
→ -1.0 | 12 | -2 | 0.1

# Continued:
Molecule	GPR151 activ	TEAD-YAP block	MITF inh	FBW7 act
O=C1CCC(CCC(=O)N2CCCC(c3nc4ccccc4[nH]3)C2)(Cc2cccs2)N1 (stereo not given)	1.6	10	2	0.1
O=C(Nc1cc(Oc2ccc(F)cc2F)cc([N+](=O)[O-])c1)c1oc(=O)c2ccccc2c1-c1ccccc1	5.5*	-8	1	0.3
Cc1ccc(C(=O)N/N=C\c2ccc(N(C)C)cc2)cn1	-1.0	-8	3	-0.1
CCCCN=C1NC(=O)NC(=O)C1(CC)CC	0.7	1	-11	0.1
Cc1cccc(NC(=O)/C=N/Nc2ccccc2Cl)c1N1CCC2(CC1)OCCO2	1.2	-14	2	-0.1
Cn1c(SCC(=O)Nc2ccccc2)nc(O)cc1=O	-0.7	9	6	1.1
c1cncc(CCCCc2cccnc2)c1	0.3	4	-2	-0.1
O=C(c1ccncc1)N1CCC2(CC1)N=C(c1ccccc1)C(c1ccccc1)=N2	-0.1	-6	-1	0.0
Cc1cnc(Nc2cccc(N(C)C)c2)nc1NCc1cccc(C(F)(F)F)c1	0.2	28	16	0.0
CN(CC(=O)N1CCC(CO)(Cc2ccccc2Cl)CC1)Cc1cccnc1	1.0	-9	-1	-0.1

mol,GPR151 activ,TEAD-YAP block,MITF inh,FBW7 act
NC(N)=NC(N)=NCCc1ccccc1,-0.7&0.5,8,-11&20,-0.1&-0.1
COCCn1c(C)cc(C(=O)COC(=O)c2cncc(Br)c2)c1C,-0.5,0,9,0.1
CCCN(CCC)S(=O)(=O)c1ccc(C(=O)Nc2sc3c(c2C(=O)OC)CCN(C(C)=O)C3)cc1,0.4,13,0,0.0
CCCNC(=O)c1ccc(Nc2cccc(Cl)c2)c(NC(C)=O)c1,0.4,-19,-9,-0.1
CCc1c(C)nc2sc(C(=O)c3ccc(Br)cc3)c(N)c2c1C,0.5,1,-13,0.0
Cc1ccc(S(=O)(=O)N(C)C)cc1NC(=S)NCc1nc2ccccc2[nH]1,-0.3,2,10,-0.2
COC(=O)c1ccc(CN2C(=O)CCC2=O)o1,-0.3,-2,-13,0.0
Cc1cccc(NC(=O)Oc2ccccc2C)c1,-2.9,-1,-7,0.0
CCOC(=O)c1c(C)[nH]c2c1cc(O)c1ccccc12,-0.3,-50,16,-0.4
Cn1c(=O)c2c(nc(NCc3cccnc3)n2Cc2ccc(Cl)cc2Cl)n(C)c1=O,0.5,-9,-22,0.1
CC1(C)CC(=O)N(CC(=O)NCC2CCCO2)c2ccccc2S1 (stereo not given),1.2,3,12,0.3
O=C(O)c1ccc(/C=N/NC(=O)C2COc3ccccc3O2)cc1 (stereo not given),-0.8,-4,-11,-0.2

mol,GPR151 activ,TEAD-YAP block,MITF inh,FBW7 act
CN(C)c1ccc(/C=C(/C#N)c2nc3ccccc3[nH]2)cc1,-0.3,-31,0,-0.1
O=C(O)CN1C(=O)c2ccc([N+](=O)[O-])cc2C1=O,0.6,-6,-2,0.0
O=C(Nc1ccnc2ccccc12)c1ccc(Br)cc1,0.5,60*,2,0.8
O=CN1CCCN(C(=O)C2CC(Cc3cccc4ccccc34)=NO2)CC1 (stereo not given),0.6,4,5,0.1
CC1(C)Cc2c(sc(NC(=O)c3ccc4c(c3)OCCO4)c2C(N)=O)C(C)(C)N1,1.5,-11,8,0.5
Cc1ccccc1NC(=O)c1ccc(Nc2nnc(-c3ccc(C)c(S(=O)(=O)N(C)C)c3)c3ccccc23)cc1,1.4,25,2,-0.1
CC1=CN2C(=N)/C(=C/c3cc(C)n(-c4ccccc4)c3C)C(=O)N=C2S1,-0.4,-11,25,0.1
Cc1ccc2c(c1)CN(CCNC(=O)Cc1cc(=O)oc3cc(C)ccc13)CC(C)O2 (stereo not given),0.9,4,15,0.0
Cc1csc(SCc2cc(=O)c(OC(=O)c3ccccc3[N+](=O)[O-])co2)n1,1.2,-3,11,0.1
Clc1ccccc1OCCn1ccnc1,-0.2,3,21,0.1
CC1=C/C(=N\Nc2ccc(S(N)(=O)=O)cc2[N+](=O)[O-])CC(C)(C)C1,0.1,-3,35,0.2
Cc1noc(C)c1S(=O)(=O)N(CC(=O)NC1CCCCCC1)c1ccc(C(C)C)cc1,1.0,0,-10,-0.2

mol,GPR151 activ,TEAD-YAP block,MITF inh,FBW7 act
O=C(Nc1ccc(Cl)cc1C(F)(F)F)NC1(C(F)(F)F)Oc2ccccc2O1,0.2,1,0,0.0
CCN(CC)C(=O)Cn1cnc2sc(C(=O)NCCN3CCOCC3)c(C)c2c1=O,1.3,4,3,-0.1
Cc1cc(C)c(C#N)c(SCC(=O)N2CCCCC2)n1,-0.6,-4,12,0.0
O=C(NCc1ccccc1)c1ccnc(-c2cccs2)c1,-1.4,-5,31,0.3
CCCSc1nnc2c(n1)OC(c1ccccc1OC)Nc1ccccc1-2 (stereo not given),-1.7,-16,4,-0.2
COc1cc(CN2CCC(N3CCC(C(=O)NCC4CCCO4)CC3)CC2)cc(OC)c1 (stereo not given),2.3,-3,6,0.1
COc1ccc(NC(=O)N2CCCC(N(C)CCc3ccc(OC)c(OC)c3)C2)cc1 (stereo not given),1.2,-25,7,-0.1
O=Cc1ccc(O[C@H]2C=C[C@@H](c3ccccc3)O[C@@H]2CO)cc1,-1.3,·,-4,-0.1
Cc1ncc(CO)c(/C=N/NC(=O)c2cccc(S(=O)(=O)N3CCOCC3)c2)c1O,0.0,-3,34,-0.9
CN1C(=O)C2(OCC(C)([N+](=O)[O-])CO2)c2ccccc21 (stereo not given),-1.1,2,8,-0.1
COc1ccc(CNc2ccc3ncc(-c4ccc(C)cc4)n3n2)cc1,-0.4,1,-16,-0.4
CCOC(=O)N1CCC(NC(=O)c2cc(Cc3ccc(F)cc3)no2)CC1,-1.3,-60,-19,0.1

mol,GPR151 activ,TEAD-YAP block,MITF inh,FBW7 act
S=c1[nH]nc(-c2ccccc2)n1/N=C/c1cccs1,-1.2,1,8,0.0
O=S(=O)(NCc1ccco1)c1cccc2nsnc12,1.6,-1,11,-0.1
O=C(COC(=O)c1cc([N+](=O)[O-])ccc1NCCO)c1ccc(Br)s1,1.4,-7,-6,-0.1
COc1ccc(-c2nc3scc(CCNC(=O)c4cccs4)n3n2)cc1OC,1.7,7,6,-0.3
CCOC(=O)c1ccc(NCN2C(=O)CCC2=O)cc1,-1.0,-15,9,-0.1
Nc1ccc2nc(-c3ccc(-c4nc5ccc(N)cc5[nH]4)cc3)[nH]c2c1,-2.0,7,5,0.5
O=C(CN1CCC(O)(c2ccccn2)CC1)Nc1ccc(N2CCCCCC2)cc1,-1.0,-7,1,-0.4
O=C(NCC1CCCN1S(=O)(=O)c1ccccc1)c1ccccc1 (stereo not given),1.9,-10,4,-0.1
CCOC(=O)c1c(NC(=O)/C=C/c2ccc(OC)c(OC)c2)sc(C(C)=O)c1C,0.8,2,9,0.1
Cc1cc(NC(=O)CSc2ccc(-c3ccccc3)nn2)no1,-4.9,-10,11,0.0
COc1ccc(-c2nnc3sc(-c4ccc(Br)o4)nn23)cc1OC,-1.3,1,-3,-0.1
CN(C)S(=O)(=O)c1cccc(NC(=S)N/N=C/c2ccc3ncccc3c2)c1,1.3,-1,2,0.0
Cc1n[nH]c(=O)nc1N/N=C/c1ccc(Br)cc1,-8.3,-8,15,-0.1
CCc1ccccc1NC(=O)N1CCN(c2cc(-n3ccnc3C)ncn2)CC1,-1.3,7,4,0.0
O=C(NCc1cccs1)c1cc(=O)c(OCc2ccccc2)c[nH]1,0.1,-5,-5,-0.5

# High-throughput results deposited in PubChem by The Scripps Research Institute Molecular Screening Center.
